ASAP1 inh – ASAP1 ArfGAP inhibition; Q9ULH1; ASAP1-stimulated ARF1 GTP hydrolysis, GDP FP detection; inhibition, % at 16.5 µM; actives 0.19% (n = 360,000); AID 624377; in the data active = inhibition above about 25%;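 also: 0% = vehicle with enzyme and substrate and 100% = no enzyme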
Tn6 DDE FP – disrupts Tn6 cyclic peptide binding to fibrin D-Dimer-E complex; actives 0.21% (n = 370,000); P02675; inhibition, % at 8.3 µM; Fibrin DD(E) TRITC-Tn6 fluorescence polarization displacement;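 active = inhibition above a per-campaign cutoff: mean of compounds within control limits plus 3 SD, cut at about 15% in these data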;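 also: 0% = median of all compound wells on the plate and 100% = blocking peptide control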
DDE Tn7 FP inh – disrupts Tn7 cyclic peptide binding to fibrin D-Dimer-E complex; P02675; FP displacement of FITC-Tn7 peptide from fibrin DD(E); 0% = median of compound wells per plate; inhibition, % at 8.3 µM; actives 0.13% (n = 370,000);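 active = inhibition above the mean of compounds falling within the control limits plus 3 SD of them, cut at about 14% in these data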;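 also: 0% = plate median of compound wells and 100% = 10 µM Aha-Tn7 peptide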
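Test system: human clot-derived fibrin DD(E) complex / Quantity: 2 µM final DD(E) protein / Incubation: 10 min plus 3 h, room temperature / Measured by: fluorescence polarization / Benchmarks: high control of 10 µM Aha-Tn7 peptide / Replicates: singlicate testing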
Rev-erbA mod – modulates human Rev-erb alpha binding to DNA; AID 1259318; P20393; activity, % at 10 µM; Rev-erbα–FITC-DNA binding, fluorescence polarization, 90 min; actives 0.79% (n = 370,000);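 active = activity above about 14%, limit read from the data; passing the limit was not always enough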;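 also: 0% = DMSO wells with 35 nM protein and 100% = DMSO wells with 750 nM protein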
PLC-gamma1 inh – blocks human PLC-gamma1 enzyme activity; actives 0.84% (n = 370,000); purified PLC-gamma1, fluorogenic substrate, fluorescence; inhibition, % at 12.2 µM; P19174; in the data active = inhibition above about 9.5%
UHRF1 binding – human UHRF1 methylated DNA binding inhibitors; Q96T88; UHRF1 binding to methylated oligo, TR-FRET; inhibition, % at 4.4 µM; actives 0.75% (n = 370,000); AID 687016; in the data active = inhibition above about 21%;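 also: UHRF1 SRA domain binding a hemimethylated CpG hairpin DNA probe; 0% = median of test compound wells and 100% = reference inhibitor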
PLCb3 inh – blocks human PLC-beta3 enzyme activity; Q01970; actives 0.18% (n = 370,000); inhibition, % at 12.2 µM; AID 720704; Purified PLC-beta3, fluorogenic substrate, fluorescence; in the data active = inhibition above about 11%;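 also: 0% = median of compound wells on plate and 100% = full blocker control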
ARFGAP1 inh – rat ARFGAP1 inhibition. Q62848. Arfgap1-stimulated ARF1 GTP hydrolysis, GDP FP detection. inhibition, % at 16.5 µM. actives 0.26% (n = 360,000);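 active = inhibition above a per-plate limit, mean inhibition of low control wells plus 3 SD, cut at about 25% in these data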;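 also: 0% = DMSO wells with enzyme and 100% = wells lacking Arfgap1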
Target sequence (Q62848 1-136 limits assumed): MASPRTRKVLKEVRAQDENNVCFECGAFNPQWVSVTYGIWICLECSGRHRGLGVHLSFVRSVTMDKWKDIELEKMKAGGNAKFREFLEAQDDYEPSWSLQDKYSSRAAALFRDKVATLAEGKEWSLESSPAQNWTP
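System: truncated rat Arfgap1 GAP domain / Benchmarks: high control wells lacking Arfgap1, low control full reaction with DMSO / Times: compound-enzyme preincubation 20 min, reaction 120 min, detection 60 min, 25 °C / Repeats: one replicate per compound / Also added: human ARF1(Δ1-17)-GTP substrate / Measured by: Tracer-displacement fluorescence polarization with EDTA stop, 620/688 nm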
KLK7 zymogen act – proKLK7 (human) activation, primary screen. P49862. purified proKLK7, EDANS-DABCYL substrate fluorescence; 100% is mature enzyme control, 0% vehicle. activation, % at 7 µM. actives 0.9% (n = 370,000). AID 652039;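 active = activation above the mean of all tested compounds plus 3 SD, computed per campaign excluding outliers beyond control limits, cut at about 13% in these data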
Target sequence (P49862 whole entry, looked up): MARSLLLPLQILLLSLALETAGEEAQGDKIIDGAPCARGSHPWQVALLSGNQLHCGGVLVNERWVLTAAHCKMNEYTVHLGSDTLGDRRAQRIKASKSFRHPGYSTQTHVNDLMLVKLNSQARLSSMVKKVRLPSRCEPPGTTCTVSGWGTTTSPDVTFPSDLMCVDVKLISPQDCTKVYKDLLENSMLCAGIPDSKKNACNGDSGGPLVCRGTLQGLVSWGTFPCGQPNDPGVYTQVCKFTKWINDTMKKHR
sPLA2-III inh – Blocks human group III sPLA2 activity | Q9NZ20 | QFRET BODIPY PC-A2 liposome hydrolysis, fluorescence | inhibition, % at 12.2 µM | actives 0.56% (n = 370,000) | AID 743126;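 active = inhibition above mean plus 3 SD of compounds lying within the high and low control bounds, cut at about 19% in these data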;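 also: 0% = median of test compound wells and 100% = no enzyme DMSO wells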
Target sequence (Q9NZ20 whole entry, looked up): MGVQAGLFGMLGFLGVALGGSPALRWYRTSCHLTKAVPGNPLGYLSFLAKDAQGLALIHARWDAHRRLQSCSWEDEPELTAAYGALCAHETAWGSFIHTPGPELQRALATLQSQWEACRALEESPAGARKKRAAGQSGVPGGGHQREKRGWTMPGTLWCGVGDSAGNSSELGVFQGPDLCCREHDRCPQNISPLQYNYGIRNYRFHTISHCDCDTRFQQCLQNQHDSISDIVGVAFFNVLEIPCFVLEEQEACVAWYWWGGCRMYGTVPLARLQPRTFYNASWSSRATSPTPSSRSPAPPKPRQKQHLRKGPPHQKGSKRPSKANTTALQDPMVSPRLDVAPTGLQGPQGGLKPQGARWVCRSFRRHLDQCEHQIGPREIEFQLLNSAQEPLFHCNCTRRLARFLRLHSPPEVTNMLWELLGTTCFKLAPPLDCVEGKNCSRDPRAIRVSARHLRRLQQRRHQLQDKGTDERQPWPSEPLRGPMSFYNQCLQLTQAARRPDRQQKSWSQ
* = called active by the depositor; i = inactive; . = no result given.

ASAP1 inh	Tn6 DDE FP	DDE Tn7 FP inh	Rev-erbA mod	PLC-gamma1 inh	UHRF1 binding	PLCb3 inh	ARFGAP1 inh	KLK7 zymogen act	sPLA2-III inh	mol
13	7	2	-2	-1	-1	-1	5	-0.5	-4	COc1ccc(C2=NO[C@@H]3[C@@H]4C[C@@H]([C@H]5C(=O)N(c6ccc7c(c6)OCO7)C(=O)[C@@H]45)[C@H]23)cc1OC
0	2	1	-2	i	3	i	-5	22*	4	CCCCn1c(N)c(N(CC(C)C)C(=O)COC(=O)c2ccccc2NCCO)c(=O)[nH]c1=O
-21	-7	6	2	-1	-4	-5	4	-0.8	-5	CC(=O)c1ccc(NC(=O)N2CCc3ccccc3C2)cc1
1	-4	0	-13	1	0	4	-4	0.5	0	C[C@]12c3[nH]c4ccccc4c3CCN1C(=O)C(CC(=O)NCCN1CCOCC1)C[C@@H]2C(=O)N1CCCCC1 (some centres undefined)
0	-3	-5	-2	7	6	-2	6	0.1	6	C/C=C/C1=CC(=O)C[C@H](c2ccc(OC)c(OC)c2)C1
17	-3	3	0	0	-2	-11	-11	-0.2	-2	Cc1ccc(-c2nnc(SCC(=O)NCC3CCCO3)nc2-c2ccc(C)cc2)cc1 (centres undefined)
8	-10	-6	21*	-1	2	-6	0	0.1	-3	COc1ccc(OC)c(-c2cc(C(=O)Nc3cc(C)on3)no2)c1
12	5	0	2	4	0	0	12	0.6	-3	COc1ccc(C(C)(O)c2nc(-c3ccc(OC)c(OC)c3)cs2)cc1 (centres undefined)
-3	4	-2	4	3	0	3	8	-0.4	-12	O=C(COC(=O)c1ccccc1NC(=O)C1CC1)c1ccc2c(c1)OCCO2
-8	0	0	-3	-16	-1	-16	8	-0.3	5	CC(=O)Nc1c(-c2ccc(F)cc2)nc2ccccn12
13	5	0	0	-3	5	-5	-2	1.1	-3	COC(=O)c1c(-c2ccccc2)c(-c2ccccc2)nn(C)c1=O
.	-2	-1	-4	-1	0	-2	.	-0.1	7	CCCC[C@H]1C2CC(OC(=O)Nc3ccccc3C(F)(F)F)C(C2)[C@H]2CCCCN21 (some centres undefined)
1	9	7	0	1	0	1	-3	0.5	4	CC(C)C12CN3CC(C(C)C)(CN(C1)C3c1ccccc1)C2O (centres undefined)
-6	1	-1	-2	4	2	0	11	-1.0	2	Cc1ccc([C@@H]2CC(=O)[C@@H]3CN(S(=O)(=O)c4ccccc4C)[C@H](c4ccc(Cl)cc4)C[C@@H]3N2S(=O)(=O)c2ccc(C)cc2)cc1
4	-7	-2	1	-1	1	-1	4	-0.7	13	CC1=C(C(=O)N(C(C)C)C(C)C)CC(CC(=O)NC2CCCCC2)C(=O)N1CCCN1CCCC1=O (centres undefined)
5	-1	-6	3	2	-1	4	3	0.3	-4	O=C(Nc1ccc(S(=O)(=O)N2CCOCC2)cc1)C1COc2ccccc2O1 (centres undefined)
4	2	1	-5	-1	-3	-8	0	-0.4	-1	CCOC(=O)C1CCN(c2ncnc3c2c(-c2ccccc2)cn3-c2ccc(C)cc2)CC1
6	2	6	5	-12	0	-6	2	-0.3	7	COc1ccccc1C(=O)NCCC(=O)N1CC(C)OC(C)C1 (centres undefined)
2	9	-5	4	1	-6	-6	-7	0.4	-5	O=C(CN1C(=O)C2CC=CCC2C1=O)N1CCN(c2ccc([N+](=O)[O-])cc2)CC1 (centres undefined)
0	3	5	1	3	-3	1	-3	-0.5	-10	Fc1ccccc1CSc1ncnc2c1ncn2C1CCCO1 (centres undefined)
-7	6	-5	-4	-19	-1	-32	18	-0.6	-6	Cc1ccc(Cl)cc1NC(=O)Cn1nc(-c2cccs2)ccc1=O
-4	3	1	-2	-8	0	-12	-2	0.3	-1	O=C(NCc1ccccc1)/C(=C\c1ccc(F)cc1)NC(=O)c1ccco1
1	-1	6	1	2	-1	-2	2	-0.1	-1	COc1cc(CO)ccc1OCc1ccc(Cl)nc1
4	3	2	7	0	20	-7	-13	0.8	-12	CCCCn1nnnc1C(c1cc2ccccc2o1)N(C)Cc1ccccc1 (centres undefined)
-3	5	-5	-1	1	4	-7	2	0.1	2	CCc1nn(CC(=O)NC(C)CCc2ccccc2)c(=O)c2cc3cc(F)ccc3n12 (centres undefined)
-8	-8	-5	2	-1	-3	1	-9	0.0	-15	Cc1ccnc(NS(=O)(=O)c2ccc(NC(=O)c3c(-c4ccccc4Cl)noc3C)cc2)n1
17	4	0	31*	2	9	0	18	-0.2	5	COc1ccccc1N/C(N)=N/c1nc(CSc2ccc(C)cc2)cc(=O)[nH]1
5	-4	-7	3	9.5*	-2	-369	2	0.0	8	COc1ccc(-c2cc(CNC(=O)CN3CCN(C)CC3)on2)cc1
-4	9	-1	-8	0	-1	-1	6	0.2	-3	Cn1c(=O)c2c(ncn2CC(=O)N2CCCc3ccccc32)n(C)c1=O
4	3	-1	1	0	0	1	4	0.2	10	Cc1nnc(NCc2n[nH]c(=O)c3ccccc23)c2ccccc12

Entries shown so far that contain an aryl thioether with sulfur outside any ring (three):
ASAP1 inh	Tn6 DDE FP	DDE Tn7 FP inh	Rev-erbA mod	PLC-gamma1 inh	UHRF1 binding	PLCb3 inh	ARFGAP1 inh	KLK7 zymogen act	sPLA2-III inh	mol
17	-3	3	0	0	-2	-11	-11	-0.2	-2	Cc1ccc(-c2nnc(SCC(=O)NCC3CCCO3)nc2-c2ccc(C)cc2)cc1 (centres undefined)
0	3	5	1	3	-3	1	-3	-0.5	-10	Fc1ccccc1CSc1ncnc2c1ncn2C1CCCO1 (centres undefined)
17	4	0	31*	2	9	0	18	-0.2	5	COc1ccccc1N/C(N)=N/c1nc(CSc2ccc(C)cc2)cc(=O)[nH]1

(more compounds)
ASAP1 inh	Tn6 DDE FP	DDE Tn7 FP inh	Rev-erbA mod	PLC-gamma1 inh	UHRF1 binding	PLCb3 inh	ARFGAP1 inh	KLK7 zymogen act	sPLA2-III inh	mol
9	-1	4	-2	1	-1	-1	-2	0.0	3	CCCNC(=O)C1CCN(S(=O)(=O)c2ccc(Br)cc2)CC1
8	2	-3	4	-32	-3	-49	-9	-1.0	-10	COc1ccc(Cl)cc1C1=CC(=O)C[C@H](c2ccc(F)cc2)C1
13	-8	3	-7	1	-5	3	-10	0.3	2	O=C(c1cnc2ccccn2c1=O)N1CCCc2ccccc21
3	-3	-4	-6	1	4	-6	-2	-0.7	1	O=C(CCNS(=O)(=O)c1cccc2nsnc12)NCc1ccccc1
-2	-3	6	1	4	2	11*	8	0.3	-6	Cc1ccc(C(C(=O)NCc2ccco2)N(CCc2ccccc2)C(=O)Cn2nnc3ccccc32)o1 (centres undefined)
-16	-3	5	6	2	-1	4	-7	0.5	1	COc1cc(C)ccc1OCCOCCOc1ccccc1[N+](=O)[O-]
-5	6	1	-3	-7	8	-14	8	-0.3	7	NC(=O)c1c(NC(=O)C(=O)N2CCOCC2)sc2c1CCCC2
8	0	-11	5	4	2	3	2	0.6	3	Cc1ccc(N(CC(=O)N2CCc3ccccc32)C2=NC(=O)CS2)cc1
-7	2	-4	-1	-421	0	i	8	-46	0	CCOC(=O)CNC(=O)N(C)[C@H]1C[C@H]2c3[nH]c4c(-c5ccccc5)cccc4c3CCN2C(=O)[C@H]1[C@H](C)O
9	6	-3	-1	-2	0	-7	-12	0.2	-13	CCOc1ccccc1CNC(=O)CCn1ccc2cc(S(=O)(=O)N3CCCCC3)ccc21
-10	3	4	6	-17	5	-23	-4	-2.2	-1	O=C(O)Cc1c(O)ccc2ccccc12
-5	-4	-3	1	6	9	1	-3	0.2	-9	COC(=O)c1nn(-c2ccccc2)c(Sc2ccc(OC)cc2)c1/C=N/O
4	8	-4	1	3	-2	2	5	0.7	-3	CCN(C(=O)[C@@H]1CCCN1C(=O)c1cccs1)c1nc2cc(Cl)ccc2s1
-12	-3	-5	2	1	13	-2	3	-0.1	1	CCn1cnc2scc(-c3ccccc3)c2c1=O
-4	5	3	-6	3	0	-1	-7	0.7	-12	COc1ccc(N(CC(=O)N2CCN(Cc3ccc4c(c3)OCO4)CC2)S(=O)(=O)c2ccc(F)cc2)cc1
0	2	4	10	2	18	-4	1	0.6	10	CCCCCc1ccc(-c2cn(Cc3ccc(C(=O)c4ccccc4)cc3)nn2)cc1
3	0	-6	-4	1	-5	-2	10	-0.4	-11	O=C(Cc1csc(NC(=O)Nc2cccc(Cl)c2)n1)NC1CCCC1
35*	-8	0	6	2	0	2	2	0.4	2	Cn1c(=O)cc(SCC(=O)N2CCCC2)c2ccccc21
7	-4	3	-3	4	5	5	13	0.0	4	O=C(CCS(=O)(=O)c1cccc2nsnc12)NC1CCCCCC1
-2	-4	8	3	1	5	-5	-2	1.0	8	Cc1noc(C)c1S(=O)(=O)N1CCC(C(=O)NCCCN2CC(C)CC(C)C2)CC1 (centres undefined)
8	0	-8	-1	1	-2	3	-3	0.0	2	CC(C)c1c(O)nc(SCCN(C)C)[nH]c1=O
12	3	-6	-2	-6	1	-23	-2	-0.4	-30	CC(=O)c1ccc(NS(=O)(=O)c2cc(-c3cnc(C4CC4)o3)ccc2C)cc1
-3	0	-2	0	-1	3	3	-11	0.2	-3	COc1c(Cl)ccc(Cl)c1C(=O)OCC(=O)O

Ordered by value in DDE Tn7 FP inh (lowest first): 3 from the list above
ASAP1 inh	Tn6 DDE FP	DDE Tn7 FP inh	Rev-erbA mod	PLC-gamma1 inh	UHRF1 binding	PLCb3 inh	ARFGAP1 inh	KLK7 zymogen act	sPLA2-III inh	mol
8	2	-3	4	-32	-3	-49	-9	-1.0	-10	COc1ccc(Cl)cc1C1=CC(=O)C[C@H](c2ccc(F)cc2)C1
-3	4	-2	4	3	0	3	8	-0.4	-12	O=C(COC(=O)c1ccccc1NC(=O)C1CC1)c1ccc2c(c1)OCCO2
-5	6	1	-3	-7	8	-14	8	-0.3	7	NC(=O)c1c(NC(=O)C(=O)N2CCOCC2)sc2c1CCCC2

Source: PubChem
